AmpC no deterg: qHTS Inhibitors of AmpC Beta-Lactamase (assay without detergent); AmpC nitrocefin hydrolysis, absorbance 480 nm, 0.0001% Triton; Potency, µM (series often up to 57.1 µM), for inactives: at the top dose activity change, negative = inhibition, hits mostly inhibitors; AID 485341, 2010; 330,000 compounds, 0.52% hits;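 note: potency is the fitted concentration of half-maximal effect; plate controls were no compound for no effect and no enzyme for full effect; nearly all actives have a fitted effect of over 20% in size; some results filed as inactive show a strong effect at the top dose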
Target sequence (P00811 whole entry, looked up): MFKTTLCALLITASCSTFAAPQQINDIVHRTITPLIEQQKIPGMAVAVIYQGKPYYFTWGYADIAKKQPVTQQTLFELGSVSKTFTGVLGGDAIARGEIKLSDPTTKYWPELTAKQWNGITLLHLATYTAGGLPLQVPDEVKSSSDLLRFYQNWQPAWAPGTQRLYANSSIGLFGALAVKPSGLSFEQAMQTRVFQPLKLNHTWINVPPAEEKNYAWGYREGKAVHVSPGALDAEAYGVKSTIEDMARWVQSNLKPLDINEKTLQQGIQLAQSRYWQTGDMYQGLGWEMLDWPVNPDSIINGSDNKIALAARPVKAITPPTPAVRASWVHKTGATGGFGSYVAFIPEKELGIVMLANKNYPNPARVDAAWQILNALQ
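AmpC (5.3 nM in the dispensed reagent) in 20 mM phosphate pH 7.0 with 0.01% (detergent screen) or 0.0001% Triton X-100 was preincubated with compounds for 15 min at room temperature. Nitrocefin was then added from an 800 uM solution, and hydrolysis was followed at 480 nm.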
Sm TGR block: qHTS Assay for the Inhibitors of Schistosoma Mansoni Peroxiredoxins | purified TGR, DTNB reduction, TNB absorbance 405 nm | Potency, µM (top dose mostly 114 µM), for inactives: top-dose activity change, negative = inhibition, most hits filed as inhibitors | 360,000 compounds, 3% hits; note: potency is the fitted concentration of half-maximal effect; nearly all actives have a fitted effect of over 60% in size
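First, TGR (20 nM dispensed) and NADPH were mixed with compound. Second, a 15 min room-temperature incubation followed. Third, further NADPH and then DTNB were added to start the reaction. Finally, TNB absorbance was monitored kinetically.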
HCMV antiviral: qHTS Assay for inhibitors of the human cytomegalovirus (HCMV). HFF cells, HCMV-luciferase reporter, 72 h; hits give low values. activity change, negative = inhibition, % at 57.5 µM. 410,000 compounds, 4.5% hits; in the data active = activity change below about -60%; inconclusive = no clear call, values can overlap the other calls; inactive = above about -39%
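Two compound doses tested in HFFs infected with HCMV-luciferase, MOI 1 PFU/cell, 72 h at 37C. Lysate luminescence read with OneGlo; data normalized against buffer-only and 10uM Salinomycin inhibitor controls.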
Giardia FBPA inh: qHTS Assay for Inhibitors of Fructose-1,6-bisphosphate Aldolase from Giardia Lamblia; purified Giardia FBPA; 290,000 compounds, 0.71% hits; AID 2451, 2010; Potency, µM (doses to about 59.6 µM), for inactives: at the highest dose activity, negative = inhibition, actives largely listed as inhibitors; A8B2U2; note: potency is the fitted concentration of half-maximal effect; nearly all actives have a fitted effect of over 55% in size
Target sequence (A8B2U2 whole entry, looked up): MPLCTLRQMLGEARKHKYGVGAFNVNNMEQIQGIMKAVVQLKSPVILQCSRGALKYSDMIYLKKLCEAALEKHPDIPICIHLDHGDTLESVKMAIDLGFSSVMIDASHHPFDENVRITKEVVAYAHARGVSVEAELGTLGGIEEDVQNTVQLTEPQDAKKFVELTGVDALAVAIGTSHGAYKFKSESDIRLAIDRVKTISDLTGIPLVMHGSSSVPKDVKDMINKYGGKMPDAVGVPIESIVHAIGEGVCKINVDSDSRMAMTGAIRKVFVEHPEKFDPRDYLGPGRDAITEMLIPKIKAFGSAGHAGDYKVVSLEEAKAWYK
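Giardia FBPA (40 nM reagent) was preincubated 10 min at RT with compound (up to 57.5 uM final), then substrate plus GAPDH/TPI/NAD/arsenate coupling system with diaphorase/resazurin was added; resorufin fluorescence (525/598 nm) was read after 20 min.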
AMA1 RON2 block: qHTS for Inhibitors of AMA1-RON; Towards Development of Antimalarial Drug Lead: Primary Screen; Plasmodium falciparum AMA1 (3D7) - RON2 peptide interaction; AlphaScreen AMA1-biotinylated RON2 peptide binding; Potency, µM (top dose mostly 58.2 µM), for the others: top-dose activity change, negative = inhibition, usual class: inhibitors; 360,000 compounds, 0.2% hits;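 note: potency is the fitted concentration of half-maximal effect; 0% = vehicle wells and -100% = peptide control; nearly all actives have a fitted effect of over 45% in size; some results filed as inactive show a strong effect at the top dose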
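AMA1 (3D7) with his tag at 25 nM final met compounds first, then biotinylated RON2 peptide at 25 nM; detection used donor plus acceptor beads, 10 µg/mL apiece, read by AlphaScreen after 30 min at room temperature.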
AmpC detergent: qHTS Inhibitors of AmpC Beta-Lactamase (assay with detergent); AmpC hydrolysis of nitrocefin, absorbance 480 nm, 0.01% Triton; P00811; 370,000 compounds, 0.041% hits; Potency, µM (top dose mostly 114 µM), without a hit: at the highest dose activity change, negative = inhibition, most hits filed as inhibitors;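 note: potency is the fitted concentration of half-maximal effect; 0% = no-compound wells and -100% = no-enzyme wells; nearly all actives have a fitted effect of over 25% in size; some results filed as inactive show a strong effect at the top dose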
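AmpC (5.3 nM in the dispensed reagent) in 20 mM phosphate pH 7.0 with 0.01% (detergent screen) or 0.0001% Triton X-100 was preincubated with compounds for 15 min at room temperature. Nitrocefin was then added from an 800 uM solution, and hydrolysis was followed at 480 nm.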
Starred values were filed as active, the others as inactive; ? = inconclusive; / = no result given; & = joins results of further samples; [ ] = another dose, or the depositor's remark. Unless noted, calls come from the whole dose curve; as a rule, active = well fitted curve in the direction sought with a large enough effect; inconclusive = small, poorly fitted or top-dose-only effect, or another doubt; inactive = no such curve, though single readings can be large; an effect the other way counts as inactive or inconclusive. Unless noted, % is set by controls: 0 for no effect and ±100 for the full control effect.

SMILES	AmpC no deterg	Sm TGR block	HCMV antiviral	Giardia FBPA inh	AMA1 RON2 block	AmpC detergent
O=C(O)/C(=C\c1cn(-c2ccccc2)nc1-c1cccnc1)NC(=O)c1ccccc1	-17%	10%	-1	4%	13%	?
CCC(CC)C(=O)Nc1nnc(S(=O)(=O)Nc2ccc(OC)cc2)s1	-41%	-19%	16	7%	5%	-21%
Cc1ccc(NC(=O)C2CCN(C(=O)c3ccc(Cl)cc3)CC2)nc1	-15%	-8%	-33	/	-6%	-9%
CCCOc1ccc(C(=O)Nc2ccc(C)cc2[N+](=O)[O-])cc1	8%	3%	-3	0%	0%	-3%
Cc1cc(C)c2oc(C(=O)Nc3nc4ccc(Cl)cc4s3)cc(=O)c2c1	/	7%	8	/	/	2%
O=C(Nc1cccc(Br)c1)c1cc(-c2ccc3c(c2)OCCO3)on1	/	-3%	42	/	/	3%
COc1ccc2oc(C(=O)Nc3ccc(N4CCOCC4)cc3)c(C)c2c1	54%	-13%	?	/	-6%	?
C=CCN=c1scc(C)n1/N=C/c1ccc(O)c(O)c1	-29%[11.4 µM]	?	-97*	22µM*	-4%	-13%
COC(CN1CCc2c(C)nc3c(C#N)cnn3c21)OC	-8%	-8%	26	1%	-9%	-3%
CCn1nccc1C(=O)Nc1ccc(Cl)c(Cl)c1	-19%	3%	86	-3%	25%	-2%
Cc1ccc(S(=O)(=O)CC(=O)Nc2nc3c(C)cc(C)cc3s2)cc1	/	-5%	?	/	/	1%
COc1cccc(C(=O)n2nc(-c3ccco3)nc2NCc2cccs2)c1	/	-26%	23	/	/	17%
NC(=O)COC(=O)CNC(=O)c1sc2ccccc2c1Cl	-29%	8%	-32	-2%	?	5%
Cc1cccc(-n2ncc(C(=O)N3CCN(Cc4ccccc4)CC3)c2C2CCN(C(=O)OC(C)(C)C)CC2)c1	/	-3%	0	/	/	11%
Cc1[nH]c2ccccc2c1C1(O)C(=O)N(Cc2ccccc2)c2ccc(Cl)cc21 (centres undefined)	/	-17%	-10	/	/	0%
C=C(C)CN=c1scc(C)n1/N=C/c1ccco1	1%	0%	14	-12%	-9%	-12%
O=C(c1ccco1)N1CCn2c1nc1ccccc12	-10%	-17%	81	0%	-4%	?
CCOC(=O)c1c(-c2ccc(C)cc2)csc1NC1=NS(=O)(=O)c2ccccc21	-37%	-11%	-30	-2%	10%	-5%
COc1ccccc1NC(=O)Cn1cnc2sc(C)c(S(=O)(=O)N3CCCCC3)c2c1=O	-20%	-13%	?	8%	0%	-9%
CCCCCCc1nnc(NC(=O)c2ccco2)s1	-18%	0%	12	8%	8%	2%
COc1ccccc1Nc1nnc(SC(C)C(=O)NC2CC2)s1 (centres undefined)	-13%	-4%	40	/	-1%	?
COc1cccc(CNC(=O)c2c3c(nc4ccccc24)C(=O)N(C2CCCCC2)C3)c1	/	2%	10	/	/	21%
CCOc1cccc(OCCOCCN(C)C)c1	-11%	-5%	6	-19%	-5%	-12%
CC(=O)Nc1ccc(C2(c3ccc(NC(C)=O)cc3)NC(=O)c3ccccc32)cc1	-2%	-17%	22	15%	12%	4%

An excerpt of these results, with values under each structure.
Order of values – AmpC no deterg, Sm TGR block, HCMV antiviral, Giardia FBPA inh, AMA1 RON2 block, AmpC detergent
> COc1cccc(C(=O)n2nc(-c3ccco3)nc2NCc2cccs2)c1
→ /, -26%, 23, /, /, 17%
> NC(=O)COC(=O)CNC(=O)c1sc2ccccc2c1Cl
→ -29%, 8%, -32, -2%, ?, 5%
> Cc1cccc(-n2ncc(C(=O)N3CCN(Cc4ccccc4)CC3)c2C2CCN(C(=O)OC(C)(C)C)CC2)c1
→ /, -3%, 0, /, /, 11%
> Cc1[nH]c2ccccc2c1C1(O)C(=O)N(Cc2ccccc2)c2ccc(Cl)cc21 (centres undefined)
→ /, -17%, -10, /, /, 0%
> C=C(C)CN=c1scc(C)n1/N=C/c1ccco1
→ 1%, 0%, 14, -12%, -9%, -12%
> O=C(c1ccco1)N1CCn2c1nc1ccccc12
→ -10%, -17%, 81, 0%, -4%, ?
> CCOC(=O)c1c(-c2ccc(C)cc2)csc1NC1=NS(=O)(=O)c2ccccc21
→ -37%, -11%, -30, -2%, 10%, -5%
> COc1ccccc1NC(=O)Cn1cnc2sc(C)c(S(=O)(=O)N3CCCCC3)c2c1=O
→ -20%, -13%, ?, 8%, 0%, -9%
> CCCCCCc1nnc(NC(=O)c2ccco2)s1
→ -18%, 0%, 12, 8%, 8%, 2%
> COc1ccccc1Nc1nnc(SC(C)C(=O)NC2CC2)s1 (centres undefined)
→ -13%, -4%, 40, /, -1%, ?
> COc1cccc(CNC(=O)c2c3c(nc4ccccc24)C(=O)N(C2CCCCC2)C3)c1
→ /, 2%, 10, /, /, 21%
> CCOc1cccc(OCCOCCN(C)C)c1
→ -11%, -5%, 6, -19%, -5%, -12%
> CC(=O)Nc1ccc(C2(c3ccc(NC(C)=O)cc3)NC(=O)c3ccccc32)cc1
→ -2%, -17%, 22, 15%, 12%, 4%

The listing continues:
SMILES	AmpC no deterg	Sm TGR block	HCMV antiviral	Giardia FBPA inh	AMA1 RON2 block	AmpC detergent
O=C(O)[C@H]1CCCN1S(=O)(=O)c1cccc2cccnc12	-7%	-2%	-16	/	1%	-11%
CCc1nc(CNC(=O)C2CCC(=O)N(Cc3ccccc3F)C2)no1 (centres undefined)	-6%	13%	-24	1%	-7%	3%
COc1cc(NC(=O)COC(=O)CSc2ccc3ccccc3c2)c(C)cc1[N+](=O)[O-]	-24%	2%	-27	1%	-6%[11.6 µM]	-7%
O=C(Cc1csc(-c2ccccc2)n1)Nc1ccc(C(F)(F)F)cc1	-9%	-7%	10	-14%	-29%	?
Cc1cc(-c2ccc(C)c(S(=O)(=O)NCC3CCN(Cc4ccc(F)cc4)CC3)c2)on1	86%[activator]	-9%&10%	?	8%	0%	?
COCc1ccc(C(=O)NC2CC(C)(C)Cc3c2cnn3-c2ccc(C)cc2)o1 (centres undefined)	144%[activator]	?	-1	/	-10%	3%
O=C(CCN1C(=O)/C(=C/c2ccc(Cl)cc2)SC1=S)NC1C=CS(=O)(=O)C1 (centres undefined)	-8%	3%	-14	-13%	0%	-4%
O=C(O)/C=C/C(=O)Nc1ccccc1C(=O)OCC(=O)c1ccc2c(c1)OCCO2	-25%	48%[activator]	-25	4%	6%	-11%
CC(C)C[C@H](NC(=O)C1CCN(C(=O)[C@H](Cc2ccccc2)NC(=O)OC(C)(C)C)CC1)C(=O)O	-6%	6%	-28	4%	-2%	7%
Cc1cc(O)c(CN(C)C)c2c1C(=O)/C(=C/c1ccco1)O2	-4%	4µM*	-17	-6%	6%	0%
O=C(COc1coc(CN2CCc3ccccc32)cc1=O)Nc1ccc([N+](=O)[O-])cc1	-37%	-26%	-4	/	-8%	?
CCOC(=O)c1cc(-c2ccc(Cl)s2)nc2c1c(C)nn2C	-6%	4%	19	3%	/	-2%
COc1cc(OC)c(Nc2nc3ccc(C)cc3n3nnnc23)cc1Cl	/	-2%	18	/	/	6%
NS(=O)(=O)c1ccc(NC(=O)COC(=O)CN2C(=O)C3CC=CCC3C2=O)cc1 (centres undefined)	-8%	7%	-2	/	-8%	16%
Cc1ccc(C)c(NC(=O)c2ccc3nccnc3c2)c1	-14%	-28%	-67*	/	5%	4%
CCS(=O)(=O)c1nc(S(=O)(=O)c2ccc(Cl)cc2)c(N2CCC3(CC2)OCCO3)s1	60%	-1%	-30	/	-18%	0%
Cc1ccc(NC(=O)CSc2n[nH]c(-c3cccnc3)n2)cc1Cl	-44%	2%	3	13%	-11%	-3%
COc1ccccc1C(=O)NCCC(=O)NCc1cccnc1	-6%	7%	-2	/	57%[activator]	?
Cc1sc2nc(SCC(=O)C(C)(C)C)n(Cc3ccco3)c(=O)c2c1C	-23%	-25%	-98*	-4%	-15%	3%
CCOC(=O)c1ccccc1NC(=O)C1CC(=O)N(c2ccccc2)C1 (centres undefined)	13%	29%	-16	-2%	0%	1%
CCc1ccc2c(c1)C1(SC(NC(C)=O)=NN1C(C)=O)C(=O)N2CC (centres undefined)	25%	0%	-16	0%	3%	1%
Cc1ccc(C(=O)NC2CCS(=O)(=O)C2)cc1S(=O)(=O)N1CCCCC1 (centres undefined)	-18%	-8%	-1	2%	7%	-1%
CCc1ccc(-n2cc(-c3ccc([N+](=O)[O-])cc3)[nH]c2=S)cc1	-37%	-2%	-29	3%	13%	2%
CC(Sc1nnc(C2CC2)n1C1CC1)C(=O)Nc1cccc(S(=O)(=O)N(C)C)c1 (centres undefined)	6%	-4%	-29	/	-8%	?
CCN(C(=O)CSc1nc2ccccc2[nH]1)c1ccccc1	/	10%	-16	/	/	13%
CC(C)C(c1nnnn1Cc1ccc(F)cc1)N1CCSCC1 (centres undefined)	-13%	-14%	0	2%	-1%	-3%
O=C(Nc1ccc(Cl)cc1)N1CCc2[nH]c3ccccc3c2C1	-30%	0%	21	/	-15%	2%
COc1ccc(C)cc1NC(=O)NC(C)c1c(-n2cccc2)sc(C)c1C (centres undefined)	/	-4%	-31	/	/	0%
CC1CCN(S(=O)(=O)c2cccc(C(=O)N(C)C3CCS(=O)(=O)C3)c2)CC1 (centres undefined)	0%	3%	32	4%	0%	-3%
Cc1ccc(C(C)C)c(OCCNCCc2ccccc2)c1	11%	-21%	-22	?	-24%	-13%
CCCCCCCNC(=O)C1(CC2CC(c3cccc(Br)c3)=NO2)CCN(C(=O)C2(C)CC2)CC1 (centres undefined)	193%[activator]	-2%	31	/	0%	?
Cc1oc(C(C)(C)C)cc1C(=O)NCC(=O)NCC(=O)O	2%	-18%	6	5%	3%	6%
Fc1cccc(Cl)c1Cc1noc(/C=C/c2ccccc2)n1	-51%	5%	-5	1%	49%[activator]	-4%
Cc1noc(C(=O)Nc2cc(Cl)ccc2O)c1Cl	-24%	13%	30	9%	-9%	2%
CCn1nnnc1-c1ccc(OC)c(S(=O)(=O)Nc2ccc(C)c(C)c2)c1	7%	17%	-11	-3%	-3%	-3%
CC(=O)Nc1ccc(NC(=O)C(C)O/N=C/c2cccc([N+](=O)[O-])c2)cc1 (centres undefined)	-29%	-10%	1	15%	-9%	-12%
COC(=O)c1ccc(NC(=O)CSc2nncn2-c2ccccn2)cc1	-36%	-27%	-72*	4%	9%	-4%
O=C(COc1ccc(Br)cc1)N1CCN(Cc2ccc3c(c2)OCO3)CC1	137%[activator]	-20%	-7	?	?	-8%

Assay outcomes (PubChem BioAssay)

Rows were taken by chance. Share with any hit: about 7.8%.
